# M5 antag – antagonists of human muscarinic M5 receptor (CHRM5); P08912; actives 0.59% (n = 360,000); CHO-hM5 cells, Fluo-8 calcium fluorescence, ACh EC80; inhibition, % at 3 µM;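 active = inhibition above a per-plate cutoff, the mean of that plate's test compounds plus 3 SD, cut at about 27% in these data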;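 note: 0% = acetylcholine EC80 with DMSO and 100% = DMSO without agonist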
# M5 ag – CHRM5 agonism in calcium assay | actives 0.19% (n = 360,000) | activation, % at 3 µM | AID 624037 | CHO-K1 hM5 cells, Fluo-8 calcium fluorescence; 0% DMSO wells, 100% maximal acetylcholine response;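 active = activation above the run's mean over test compounds plus 3 SD, cut at about 23% in these data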;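 note: signal is peak over basal fluorescence ratio across the kinetic read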
# CHRM1 PAM – positive allosteric modulators of human M1 muscarinic receptor. actives 0.088% (n = 360,000). CHO-K1 hM1, Fluo-8 calcium fluorescence, ACh EC20; 0% = ACh EC20, 100% = maximal ACh. activation, % at 3 µM. P11229; in the data active = activation above about 19%, passing the limit was not always enough
# Target sequence (P11229 whole entry, looked up): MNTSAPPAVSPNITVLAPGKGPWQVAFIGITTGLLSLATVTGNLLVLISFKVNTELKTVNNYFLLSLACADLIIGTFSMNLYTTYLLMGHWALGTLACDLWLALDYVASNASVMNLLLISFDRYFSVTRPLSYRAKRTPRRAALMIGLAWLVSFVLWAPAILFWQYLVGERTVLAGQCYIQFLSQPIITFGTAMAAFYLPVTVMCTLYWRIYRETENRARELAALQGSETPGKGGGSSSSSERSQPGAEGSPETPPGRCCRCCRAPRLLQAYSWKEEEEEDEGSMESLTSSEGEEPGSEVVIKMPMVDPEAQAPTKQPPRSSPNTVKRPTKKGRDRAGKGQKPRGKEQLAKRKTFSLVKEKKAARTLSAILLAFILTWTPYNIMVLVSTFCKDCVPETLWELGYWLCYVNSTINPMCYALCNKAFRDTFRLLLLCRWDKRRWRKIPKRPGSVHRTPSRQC
# M1 antag – antagonists of human M1 muscarinic receptor | P11229 | CHO-K1 hM1, Fluo-8 calcium fluorescence, ACh EC80 antagonist | inhibition, % at 3 µM | actives 1.3% (n = 360,000);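 active = percent inhibition above its own plate's cutoff, namely the mean of that plate's compound wells plus 3 SD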;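 note: peak over basal fluorescence ratio during 140 s after agonist addition; 0% = ACh EC80 plus DMSO and 100% = DMSO alone without agonist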
# CRFR2-BP ag – CRF-BP/CRF-R2 complex agonism | HEK293 CRF-R2/CRF-BP, calcium dye fluorescence (FLIPR); percent of saturating CRF peptide response | activation, % at 13.2 µM | actives 0.46% (n = 350,000);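 active = activation of at least 50%, plus an integration ratio under a set limit after plate pattern correction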;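 note: plate controls were neutral control wells without compound for no effect and CRF at EC100 for full effect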
# M5 PAM – positive allosteric modulators of human muscarinic M5 receptor. AID 624038. CHO-K1 hM5, Fluo-8 calcium, ACh EC20 PAM; 0% = ACh EC20, 100% = ACh EC100. actives 0.3% (n = 360,000). activation, % at 3 µM;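 active = activation above the run cutoff, the mean activation of all test compounds plus 3 SD, cut at about 18% in these data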
#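 Measured by: Fluo-8 calcium fluorescence; material: human M5 receptor in CHO-K1 cells; schedule: Post-acetylcholine fluorescence recording 140 s; benchmarks: low control EC20 acetylcholine (0%), high control EC100 acetylcholine (100%); read-out: Max/basal fluorescence ratio as % of EC20–EC100 ACh window; compound: single dose, 3 µM nominal final test concentration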
# CHRM4 PAM – CHRM4 positive allosteric modulation; activation, % at 3 µM; CHO-K1 hM4/Gqi5, Fluo-8 calcium fluorescence, ACh EC20; 0% = ACh EC20, 100% = maximal ACh; actives 0.4% (n = 360,000); P08173; AID 624126;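 active = activation above its plate's cutoff, the mean activation of sample wells plus 3 SD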; note: some results filed as inactive read as strong as hits
# Target sequence (P08173 whole entry, looked up): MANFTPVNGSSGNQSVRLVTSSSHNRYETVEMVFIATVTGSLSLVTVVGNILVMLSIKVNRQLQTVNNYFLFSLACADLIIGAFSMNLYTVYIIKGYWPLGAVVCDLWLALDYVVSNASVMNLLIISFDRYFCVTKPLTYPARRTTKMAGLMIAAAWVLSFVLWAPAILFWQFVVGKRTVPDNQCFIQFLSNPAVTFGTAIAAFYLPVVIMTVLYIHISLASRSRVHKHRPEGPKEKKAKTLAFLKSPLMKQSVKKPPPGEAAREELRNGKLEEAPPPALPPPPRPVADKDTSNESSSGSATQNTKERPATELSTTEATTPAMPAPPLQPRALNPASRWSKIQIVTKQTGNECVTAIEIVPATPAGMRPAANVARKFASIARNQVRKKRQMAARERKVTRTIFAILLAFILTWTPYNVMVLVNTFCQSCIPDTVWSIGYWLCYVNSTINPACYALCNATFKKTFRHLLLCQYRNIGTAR
# CHRM4 antagonist – CHRM4 antagonism in calcium assay; P08173; inhibition, % at 3 µM; actives 0.73% (n = 360,000); CHO-hM4 cells, ACh EC80, Fluo-8 calcium fluorescence; AID 624125;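 active = inhibition above its plate's cutoff, the mean inhibition of sample wells plus 3 SD, cut at about 27% in these data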;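 note: 0% = acetylcholine EC80 with DMSO and 100% = DMSO without agonist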
# M4 ag – agonists of human muscarinic M4 receptor (CHRM4) | P08173 | CHO-K1 hM4/Gqi5, Fluo-8 calcium fluorescence; vehicle 0%, full acetylcholine response 100% | activation, % at 3 µM | actives 0.14% (n = 360,000);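 active = activation above the run mean over all test wells plus 3 SD, cut at about 32% in these data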;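 note: peak over basal fluorescence ratio per well then scaled between controls; 0% = DMSO wells and 100% = acetylcholine at EC100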
# An asterisk follows results filed as active; · = no result given.
mol	M5 antag	M5 ag	CHRM1 PAM	M1 antag	CRFR2-BP ag	M5 PAM	CHRM4 PAM	CHRM4 antagonist	M4 ag
COc1ccccc1C(=O)NCC(=O)OCC(=O)c1ccc2c(c1)-c1ccccc1C2	9	3	14	-8	-1.0	-7	14	-8	3
O=C(C[C@@H]1C/C=C/CC[C@H](Cc2ccc(F)cc2)C(=O)OCCNC1=O)N[C@H](CO)Cc1ccccc1	1	2	-6	10	3.9	-3	-2	-4	2
CC(=O)NCCNC(=O)c1ccc(-n2c(C)ccc2C)cc1	2	2	-4	13	0.7	-1	7	-4	4
COc1ccc(-c2c(C)nn(-c3ccccc3)c2N)cc1OC	4	1	-1	-3	0.6	-5	-1	9	1
COC(=O)c1cc(C(=O)OC)n(Cc2ccc(F)cc2)c1C	10	-7	6	-9	-1.1	2	5	-5	0
CC1=NN(C(=O)COc2ccccc2)C(O)(c2ccccc2)C1 (stereo not given)	2	-1	-2	3	-2.4	-1	8	5	1
O=c1[nH]c2cc3c(cc2cc1C(c1nnnn1C1CCCC1)N1CCSCC1)OCCO3 (stereo not given)	2	2	10	-15	17	1	4	-3	1
Cc1ccc(S(=O)(=O)N2CCN(S(=O)(=O)N3CCCCC3)CC2)c(C)c1	6	1	1	-2	-0.5	-10	-2	-5	1
NC(=O)c1ccsc1NC(=O)COC(=O)c1c(F)cccc1Cl	9	8	-7	6	-1.1	-21	-5	4	17
CCc1ccc2nc(Nc3ncc(C(C)=O)c(C)n3)nc(C)c2c1	1	0	6	-11	-2.8	2	3	-7	1
CC1(C)Cc2c(c(N3CCOCC3)nc3sc4c(NCCN5CCOCC5)nnnc4c23)CS1	-3	3	-10	16	-0.4	12	-13	8	1
O=C(Cc1ccc(Br)cc1)NC1CCCc2ccccc21 (stereo not given)	4	-6	-2	0	-0.7	-2	2	-11	-2
COC(=O)c1ccc(COn2c(=O)c(C)[n+]([O-])c3ccccc32)cc1	4	-1	5	-5	1.6	-3	3	13	1
O=C(Cc1cccs1)Nc1ccc(F)c(S(=O)(=O)N2CCOCC2)c1	-6	6	4	-5	0.2	-1	12	-16	5
O=C1C(O)CC2c3ccccc3CC3(CCCC3)N12 (stereo not given)	3	0	2	-7	-1.3	0	2	-9	2
Cc1ccc(S[C@@H](CCN2CC[C@H](C(C)(C)C)CCC2=O)c2ccccc2)cc1	5	-4	-2	12	3.0	-2	0	11	-1
CCc1nnc(NS(=O)(=O)c2ccc(NC(=S)NC(=O)/C=C/c3ccccc3)cc2)s1	7	-5	3	-7	-1.4	1	-3	3	-1
O=C(NCc1cn2ccsc2n1)c1cccc(C(F)(F)F)c1	-3	2	9	-14	16	2	6	11	-1
CCN(CC(=O)NC(=O)NCc1ccccc1)CC(=O)Nc1cc(Cl)ccc1C	3	0	7	-3	1.4	-5	2	-2	5
CN(C)C(=O)c1ccc2c(c1[N+](=O)[O-])C(=O)c1ccccc1C2=O	4	-3	0	1	-2.4	1	11	-1	0
CC(C)(C)c1cc(Cc2ccccc2)[nH]n1	2	-4	2	-5	-0.9	1	9	6	1
COc1ccc(-c2c(Sc3ccccc3)c3cc(-c4ccc5c(c4)OCO5)ccc3n2C)cc1	4	1	·	·	·	-6	7	-4	2
CC1(C)CC(=O)C2=C(C1)OC1=C(C(=O)CC(C)(C)C1)C2c1cc([N+](=O)[O-])cc([N+](=O)[O-])c1O	-2	-7	11	-4	-1.7	-5	5	-7	0
N#Cc1c(-c2ccccc2)nc(SCc2nc(N)nc(N3CCCCC3)n2)[nH]c1=O	0	2	-9	6	1.5	2	-8	1	0
Cc1ccc(N2CC(C(=O)NCc3ccco3)CC2=O)cc1Cl (stereo not given)	-2	2	0	-5	0.6	-2	-2	13	2

# Part of the list above, with values ahead of the structure:
M5 antag	M5 ag	CHRM1 PAM	M1 antag	CRFR2-BP ag	M5 PAM	CHRM4 PAM	CHRM4 antagonist	M4 ag	SMILES
1	2	-6	10	3.9	-3	-2	-4	2	O=C(C[C@@H]1C/C=C/CC[C@H](Cc2ccc(F)cc2)C(=O)OCCNC1=O)N[C@H](CO)Cc1ccccc1
2	2	-4	13	0.7	-1	7	-4	4	CC(=O)NCCNC(=O)c1ccc(-n2c(C)ccc2C)cc1
4	1	-1	-3	0.6	-5	-1	9	1	COc1ccc(-c2c(C)nn(-c3ccccc3)c2N)cc1OC

# (further entries)
mol	M5 antag	M5 ag	CHRM1 PAM	M1 antag	CRFR2-BP ag	M5 PAM	CHRM4 PAM	CHRM4 antagonist	M4 ag
Cc1ccccc1N(C(=O)CCCC(=O)Nc1ccccn1)C(C(=O)NC1CCCC1)c1ccc(O)cc1 (stereo not given)	8	-2	6	-9	-0.5	-5	9	-4	2
CC(=O)Nc1ccc(S(=O)(=O)N[C@@H](C)C(=O)OCC(=O)NC2CCCC2)cc1	10	0	-11	24	-0.1	8	1	2	0
S=c1[nH]nc(-c2ccco2)n1/N=C/c1ccc(Br)s1	-2	-1	3	3	0.5	-1	-5	9	-2
CCN(c1ccccc1)S(=O)(=O)c1nnc(NC(=O)C(C)(C)C)s1	16	-4	15	-20	2.6	-4	-3	-7	1
Cc1cc(C(=O)COC(=O)Cc2ccc(Br)cc2)c(C)n1C	-1	1	4	-1	0.0	2	3	-1	-1
COCCn1nnnc1SCC(=O)c1ccccc1	0	0	10	-9	-0.4	14	13	-7	1
CCOP(=O)(OCC)C(Cc1ccccc1)N=C(c1ccccc1)c1ccccc1 (stereo not given)	-5	-8	4	-6	·	-6	-3	-11	-3
OCCC1CN(Cc2cn[nH]c2C2CCCCC2)CCN1Cc1ccccc1 (stereo not given)	6	-4	-3	12	-1.7	-3	-10	1	4
CCCSc1nc2c(cnn2-c2ccc(C)cc2)c(=O)[nH]1	2	-1	4	-10	5.4	-2	5	0	0
N#CCCN(C(=O)COC(=O)c1cccc(S(=O)(=O)N2CCCCCC2)c1)c1ccc(F)cc1	7	3	-2	0	2.1	-4	-5	4	8
CC(C)Nc1nc(C#N)nc(NC(C)C)n1	0	-4	9	-3	-1.4	-2	-3	-6	-2
N#CC(=Cc1cccs1)c1nc(-c2ccc(Cl)cc2)cs1	-1	-1	2	-5	1.9	-4	3	-9	0
Cc1ccsc1/C=N/NC(=O)C(N)=O	6	-5	7	-2	-0.7	6	3	-9	0
O=C1c2ccc3c4c(ccc(c24)C(=O)N1c1cccc(O)c1)C(=O)N(c1cccc(O)c1)C3=O	7	-8	5	3	0.3	2	-11	4	2
CCn1cc(CN2CCC(C(=O)Nc3cccc(-c4cscn4)c3)CC2)cn1	-7	-3	9	-8	0.8	-3	5	-1	0
CCn1c(SCC(=O)Nc2ccc(N3CCOCC3)cc2)nnc1-c1ccco1	8	0	15	-23	-0.4	0	5	-1	0
C/C(COc1ccccc1)=N\NC(=O)c1nnn(-c2nonc2N)c1-c1ccc(C)cc1	5	-1	9	-9	-0.3	1	1	-11	·
O=C(CCC1CCCN(C(=O)c2cccc(F)c2)C1)N1CCN(c2ccccn2)CC1 (stereo not given)	-10	0	1	7	-0.3	0	-8	-3	3
O=C(CSc1nc2sc3c(c2c(=O)n1-c1ccccc1)CCCC3)N/N=C/c1ccc(C(=O)O)cc1	3	-3	2	-3	0.5	-3	7	-16	2
CCN(CC)CCNC(=O)c1cc(S(=O)(=O)N2CCc3ccccc32)cn1C	19	2	-14	24	-4.0	-15	-10	12	21
CC(=O)Nc1c2c(nn1-c1ccc(Cl)cc1)CSC2	22	-6	11	-17	0.2	-4	-1	-7	0
CC(CCc1ccccc1)NC(=O)CN1CCSc2ccccc21 (stereo not given)	1	-4	-3	-3	-3.3	1	-1	-12	0
Cc1ccc2nc(SCC(=O)Nc3cc(C)on3)[nH]c2c1	0	0	-2	2	-1.8	-1	0	-9	2
COc1ccc(Cc2nnc(NC(=O)C3CC(=O)N(c4ccccc4)C3)s2)cc1OC (stereo not given)	-3	-2	7	-1	2.1	3	2	-7	1
Nc1nnnn1/N=C/c1cccc(Br)c1	10	-4	12	-14	3.8	-3	-2	6	1
CC(C)CNc1c(N)n(CC(C)C)c(=O)[nH]c1=O	-25	3	-3	2	2.6	2	8	-5	1
C=CCNC(=O)c1ccccc1NS(=O)(=O)c1ccccc1	6	0	-3	-14	-1.3	-5	-4	-1	1
O=C1CCCC2=C1C(c1ccco1)Nc1ccc(C(=O)c3ccccc3)cc1N2 (stereo not given)	0	2	2	-1	1.2	-3	-1	4	1
Cc1cccc(NC(=S)N(CCCN2CCOCC2)C(C)c2cc3ccccc3o2)c1C (stereo not given)	4	-6	1	5	0.5	-4	1	2	0
CCN(CC)c1ccc(/C=N/N2CCOCC2)cc1	-1	-9	11	-8	1.6	-2	1	2	0
CSc1nc(-c2ccccc2)nc(NC(=O)c2ccccc2)c1C(C)=O	5	-5	6	-3	-0.5	2	6	-7	1
Cc1ccc(S(=O)(=O)N2CCOC2CNC(=O)C(=O)NCc2ccc(Cl)cc2)cc1 (stereo not given)	-4	0	12	-15	-0.9	2	7	1	7
O=C(NC1CCCC1)c1ccc(Cl)c(S(=O)(=O)N2CCCCC2)c1	1	1	1	0	-1.1	5	1	5	1
O=C(CC1SCCNC1=O)Nc1ccccc1Cl (stereo not given)	7	-1	13	-13	1.6	3	-3	4	0
O=C(NC1CCCCC1)C1CCN(c2cnccn2)CC1	1	0	3	6	-1.0	-2	4	0	0
O=[N+]([O-])c1cccc(S(=O)(=O)NCc2ccncc2)c1	20	5	-4	12	2.2	-9	-6	3	11
COC(=O)C1=C(CCc2ccccc2)NC(=O)NC1c1ccc(Cl)cc1 (stereo not given)	15	-2	0	-1	1.4	-1	-1	0	2
COc1ccccc1N1CCN(CC(C)N(C(=O)C2CCCCC2)c2ccccn2)CC1 (stereo not given)	5	-3	20	-13	-3.5	0	-2	-14	0
O=C(OCc1cc([N+](=O)[O-])cc2c1OCOC2)c1ccccn1	1	-1	0	6	1.4	-5	-5	10	1
CC(=O)CC1c2cc(F)ccc2C=C(c2ccsc2)N1c1ccc(C#CC2(O)CCCCC2)cc1 (stereo not given)	-1	-4	·	·	·	-5	-9	4	1
CC(C)N1C(=O)CCC1C(=O)NCCc1ccc(Cl)cc1 (stereo not given)	0	1	3	-4	-2.5	-4	-4	7	-1
O=C(N/N=C1\CCS(=O)(=O)c2ccc(F)cc21)c1ccc(O)cc1	3	1	17	-25	-0.2	-2	16	0	1
O=C(NCCS(=O)(=O)c1ccc(Cl)cc1)c1ccc(F)cc1	-4	-2	5	0	1.2	8	-2	2	1
O=C(CSc1nnc(-c2ccccc2Cl)o1)Nc1ccc2c(c1)OCCO2	0	1	-2	3	0.1	0	6	-5	3
O=C(NCCc1ccccc1)C(=O)c1c[nH]c2ccccc12	-4	3	7	-11	1.1	8	-6	-3	4
COc1cc(CCCN2CCNC[C@@H]2c2ccccc2)cc(OC)c1OC	19	2	12	-2	2.1	-15	8	-1	0
O=C(NCCN1CCCCC1)Nc1ccc(Cl)cc1	22	-1	9	-1	0.6	-5	-4	6	2

# Compound activity: PubChem BioAssay, several laboratories
